From PubChem BioAssay
mHTT CaM bind = mutant huntingtin-calmodulin interaction inhibitors – biochemical, AlphaScreen, primary screen; P42858; AlphaScreen His-mHTT/GST-CaM binding, luminescence; inhibition, % at 15 µM; 190,000 tested, 3.6% active; AID 1671202, 2021;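 further: 0% = both proteins with DMSO and 100% = one protein alone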
Target sequence (P42858 whole entry, looked up, stated change not applied): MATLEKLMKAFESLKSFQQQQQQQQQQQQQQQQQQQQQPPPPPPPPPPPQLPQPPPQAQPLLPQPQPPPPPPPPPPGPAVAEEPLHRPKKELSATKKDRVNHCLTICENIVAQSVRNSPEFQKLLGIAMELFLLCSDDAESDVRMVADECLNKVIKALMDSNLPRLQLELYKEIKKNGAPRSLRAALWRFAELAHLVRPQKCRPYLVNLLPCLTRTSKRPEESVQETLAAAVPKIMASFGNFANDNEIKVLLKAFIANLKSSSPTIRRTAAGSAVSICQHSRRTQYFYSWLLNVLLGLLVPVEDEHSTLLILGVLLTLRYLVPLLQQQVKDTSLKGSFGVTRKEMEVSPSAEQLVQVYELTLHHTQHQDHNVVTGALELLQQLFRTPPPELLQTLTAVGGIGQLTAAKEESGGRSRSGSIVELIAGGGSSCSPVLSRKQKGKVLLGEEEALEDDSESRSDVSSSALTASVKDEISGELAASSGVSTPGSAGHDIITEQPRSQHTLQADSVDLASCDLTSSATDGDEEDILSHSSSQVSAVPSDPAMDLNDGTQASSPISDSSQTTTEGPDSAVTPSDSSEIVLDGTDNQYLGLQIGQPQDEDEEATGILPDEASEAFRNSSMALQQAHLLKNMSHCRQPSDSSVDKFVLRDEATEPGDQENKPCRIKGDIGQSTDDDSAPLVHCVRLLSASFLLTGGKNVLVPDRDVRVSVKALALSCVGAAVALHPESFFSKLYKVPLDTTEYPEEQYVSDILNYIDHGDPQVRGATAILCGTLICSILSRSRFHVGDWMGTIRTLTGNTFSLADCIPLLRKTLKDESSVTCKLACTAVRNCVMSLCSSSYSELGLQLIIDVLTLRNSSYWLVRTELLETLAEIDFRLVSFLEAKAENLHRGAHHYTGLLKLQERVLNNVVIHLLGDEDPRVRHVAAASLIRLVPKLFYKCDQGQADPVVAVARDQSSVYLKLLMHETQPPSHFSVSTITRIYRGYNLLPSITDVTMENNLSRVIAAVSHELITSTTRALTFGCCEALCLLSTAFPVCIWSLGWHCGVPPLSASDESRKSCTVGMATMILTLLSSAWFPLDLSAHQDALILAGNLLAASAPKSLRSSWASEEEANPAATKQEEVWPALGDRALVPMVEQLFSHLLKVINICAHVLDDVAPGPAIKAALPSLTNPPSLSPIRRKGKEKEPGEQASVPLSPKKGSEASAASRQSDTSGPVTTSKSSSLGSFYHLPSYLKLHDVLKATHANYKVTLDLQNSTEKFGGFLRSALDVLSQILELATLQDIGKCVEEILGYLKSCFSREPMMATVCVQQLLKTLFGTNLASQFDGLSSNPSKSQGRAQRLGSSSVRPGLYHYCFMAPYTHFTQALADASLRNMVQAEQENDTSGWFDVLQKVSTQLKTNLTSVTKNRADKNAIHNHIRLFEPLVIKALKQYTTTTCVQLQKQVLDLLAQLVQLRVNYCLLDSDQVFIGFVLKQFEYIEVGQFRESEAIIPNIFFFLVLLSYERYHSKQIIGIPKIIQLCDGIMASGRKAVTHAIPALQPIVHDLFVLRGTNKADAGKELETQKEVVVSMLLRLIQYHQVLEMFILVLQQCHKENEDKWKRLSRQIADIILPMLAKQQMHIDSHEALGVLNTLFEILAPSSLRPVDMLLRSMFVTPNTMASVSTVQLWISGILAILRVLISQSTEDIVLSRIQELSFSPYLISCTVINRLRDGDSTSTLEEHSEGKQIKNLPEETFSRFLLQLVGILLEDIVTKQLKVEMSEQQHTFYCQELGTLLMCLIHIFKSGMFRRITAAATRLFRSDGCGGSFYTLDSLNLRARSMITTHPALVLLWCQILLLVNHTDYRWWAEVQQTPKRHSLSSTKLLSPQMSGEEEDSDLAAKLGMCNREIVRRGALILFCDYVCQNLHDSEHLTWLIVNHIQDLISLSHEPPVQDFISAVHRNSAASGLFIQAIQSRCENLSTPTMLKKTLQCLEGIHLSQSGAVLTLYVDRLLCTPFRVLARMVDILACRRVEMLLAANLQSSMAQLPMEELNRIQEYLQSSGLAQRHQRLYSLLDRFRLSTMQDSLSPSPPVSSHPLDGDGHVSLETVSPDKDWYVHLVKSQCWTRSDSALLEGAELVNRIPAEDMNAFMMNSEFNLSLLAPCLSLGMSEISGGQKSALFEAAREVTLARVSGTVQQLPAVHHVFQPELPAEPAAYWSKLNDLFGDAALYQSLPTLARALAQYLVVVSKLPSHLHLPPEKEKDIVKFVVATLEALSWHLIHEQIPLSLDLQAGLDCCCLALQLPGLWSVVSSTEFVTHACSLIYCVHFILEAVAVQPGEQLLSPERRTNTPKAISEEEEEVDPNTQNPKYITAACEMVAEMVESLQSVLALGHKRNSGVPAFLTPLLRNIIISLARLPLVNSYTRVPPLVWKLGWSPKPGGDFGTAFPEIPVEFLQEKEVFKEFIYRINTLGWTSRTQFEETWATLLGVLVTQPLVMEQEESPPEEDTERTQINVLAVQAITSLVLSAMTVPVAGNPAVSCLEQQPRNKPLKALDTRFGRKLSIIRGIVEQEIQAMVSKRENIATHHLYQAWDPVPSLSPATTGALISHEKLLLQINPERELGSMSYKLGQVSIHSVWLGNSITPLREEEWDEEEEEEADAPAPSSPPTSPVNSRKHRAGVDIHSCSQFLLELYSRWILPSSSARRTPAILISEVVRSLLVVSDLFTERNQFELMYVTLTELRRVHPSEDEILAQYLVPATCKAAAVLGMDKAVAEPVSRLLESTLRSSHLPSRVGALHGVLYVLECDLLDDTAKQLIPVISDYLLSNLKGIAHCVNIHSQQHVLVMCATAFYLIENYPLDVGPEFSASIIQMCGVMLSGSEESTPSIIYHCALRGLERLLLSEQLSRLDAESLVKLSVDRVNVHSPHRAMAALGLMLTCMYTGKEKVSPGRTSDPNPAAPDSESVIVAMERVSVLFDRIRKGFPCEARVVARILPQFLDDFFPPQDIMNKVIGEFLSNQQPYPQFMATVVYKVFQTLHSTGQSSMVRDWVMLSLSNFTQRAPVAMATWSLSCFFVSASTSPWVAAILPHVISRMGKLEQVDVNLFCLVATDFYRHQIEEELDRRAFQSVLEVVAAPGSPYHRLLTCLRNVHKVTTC
Pf apPOL block = Pf-apPOL inhibitors, biochemical, fluorescence. Plasmodium falciparum apicoplast DNA polymerase (apPOL). Recombinant Pf-apPOL, molecular beacon fluorescence, 1.5 h. inhibition, % at 10 µM. 210,000 tested, 0.25% active. AID 1794808, 2022
An asterisk follows results filed as active; & = joins results of further samples. No stated cut-off is given here; in the data, active means inhibition above about 50%; inactive means the rest.

COc1ccc(S(=O)(=O)N2CCSC2c2ccccc2)cc1 (stereo not drawn) was read as mHTT CaM bind -24 and Pf apPOL block -4.
Screening CC1=C(C(=O)Nc2cccc(C(F)(F)F)c2)C(c2cccnc2)C2=C(CCCC2=O)N1 (stereo not drawn) returned mHTT CaM bind 9 and Pf apPOL block -3.
CCOc1ccccc1NC(=O)c1cccc(Cl)c1 was read as mHTT CaM bind -27 and Pf apPOL block 4.
For COc1ccccc1NC(=O)c1ccc(-c2cccc(F)c2)nc1 the results were mHTT CaM bind -14 and Pf apPOL block -1.
For COc1ccc(Br)cc1C(=O)N1CCN(c2ccc([N+](=O)[O-])cc2Cl)CC1 the results were mHTT CaM bind 26 and Pf apPOL block -2.
Screening CCc1cccc(CC)c1NC(=O)c1cccc(Br)c1 returned mHTT CaM bind -9 and Pf apPOL block -10.
For COc1ccc(C2=N/C(=C\c3ccc(Cl)cc3)C(=O)O2)cc1 the results were mHTT CaM bind 0 and Pf apPOL block -1.
For C=CCOc1ccc(/C=C2\SC(=O)N(c3ccccc3)C2=O)cc1OC the results were mHTT CaM bind 3 and Pf apPOL block 3.
O=C(NCCc1csc(-c2cccc(F)c2)n1)Nc1cccs1 was read as mHTT CaM bind 4 and Pf apPOL block -6.
C=CCNc1ccc2c(c1)OC[C@H](CC(C)C)NS2(=O)=O was read as mHTT CaM bind -9 and Pf apPOL block -4.
`COc1ccc(OC)c(S(=O)(=O)Nc2ccccc2F)c1` gave mHTT CaM bind -5 and Pf apPOL block -7.
Screening Cc1ccc(NS(=O)(=O)c2cc3n(c2)CCCN(C)C3=O)c(F)c1 returned mHTT CaM bind 1 and Pf apPOL block 0.
For Cc1sc(C(=O)N2CCCC2)c2ncnc(NCc3cc(F)cc(F)c3)c12 the results were mHTT CaM bind 1 and Pf apPOL block 1.
Screening Cc1ccc(C(=O)N2CCC(COc3ccc(C(=O)N4CCC(C)CC4)cc3)CC2)s1 returned mHTT CaM bind 4 and Pf apPOL block 1.
For COc1cccc(CNC(=O)C2(C)CCCN(C(=O)Nc3ccccc3Cl)C2)c1 (stereo not drawn) the results were mHTT CaM bind -3 and Pf apPOL block 2.
`Cc1ccccc1CS(=O)(=O)CCC(=O)NCCN1CCCC1` gave mHTT CaM bind 0 and Pf apPOL block -17.
For Cc1ccc(/C=C2\N=C(c3ccccc3F)OC2=O)o1 the results were mHTT CaM bind 12 and Pf apPOL block 3.
`COc1ccc(C2CC(C(F)(F)F)n3nc(C(=O)Nc4ccc(C)cc4)cc3N2)cc1OC` (stereo not drawn) gave mHTT CaM bind 7 and Pf apPOL block -1.
Screening COc1ccccc1CCC(=O)N1CCC2(CC1)Nc1cccnc1NC2=NC(C)(C)C returned mHTT CaM bind 2 and Pf apPOL block -4.
Screening COc1ccc(N=C2NC(=O)/C(=C\c3ccc(O)c(OC)c3)S2)cc1 returned mHTT CaM bind 49 and Pf apPOL block -1.
CCc1ccccc1NC(=O)COc1cc(C)nc(N2CCCCC2)n1 was read as mHTT CaM bind -9 and Pf apPOL block -1.
For O=[N+]([O-])c1ccccc1S(=O)(=O)N1CCN(Cc2ccncc2)CC1 the results were mHTT CaM bind -3 and Pf apPOL block -7.
For CCn1cc2c3c(cccc31)CN(C(=O)Nc1cccc(C)c1)CC2 the results were mHTT CaM bind 4 and Pf apPOL block -3.
CC(=O)Nc1ccc(C(C)(C)C)cc1 was read as Pf apPOL block -11.
`Cc1cc(C)c(S(=O)(=O)NCc2ccccn2)cc1C` gave mHTT CaM bind -17 and Pf apPOL block 4.
For CCCCOc1ccc(C2=N/C(=C\c3cccs3)C(=O)O2)cc1 the results were mHTT CaM bind 4 and Pf apPOL block 7.
CC(C)Cc1ccc(S(=O)(=O)NCc2nc3cccnc3n2C(C)C)cc1 was read as mHTT CaM bind -1 and Pf apPOL block -4.
Screening O=C1CC(c2ccccc2Cl)=Nc2ccccc2N1 returned mHTT CaM bind 5 and Pf apPOL block 4.
COc1ccc(C2CC(C(F)(F)F)n3ncc(C(=O)Nc4ccc(OC)c(OC)c4)c3N2)cc1 (stereo not drawn) was read as mHTT CaM bind 39 and Pf apPOL block -41.
Cc1sc2nc(C)n(Cc3ccc(C(F)(F)F)cc3)c(=O)c2c1C was read as mHTT CaM bind 88* and Pf apPOL block -3.
`CC1CCCN(C2CCN(C3CCCCC3)CC2)C1` (stereo not drawn) gave mHTT CaM bind 4 and Pf apPOL block 40.
`CCn1c(=O)c2ccnn2c2ccc(C(=O)Nc3cc(F)ccc3C)cc21` gave mHTT CaM bind -1 and Pf apPOL block 2.
`N=C1NC(=O)/C(=C/c2cccc(OCc3ccccc3F)c2)S1` gave mHTT CaM bind -3 and Pf apPOL block -1.
Screening O=C(NCc1cccnc1)NC1CC(=O)N(c2ccc(Cl)cc2)C1 (stereo not drawn) returned mHTT CaM bind -11 and Pf apPOL block -5.
For CCC(=O)NC1=NC(=O)/C(=C/c2cn(C(=O)CC)nc2-c2ccc(F)cc2)S1 the results were mHTT CaM bind 10 and Pf apPOL block 0.
`CCCC(=O)c1cc(F)c(N2CCN(C(=O)CCC)CC2)cc1C` gave mHTT CaM bind -3 and Pf apPOL block -4.
O=C1N=C(N2CCCC2)S/C1=C/c1cccc(Cl)c1 was read as mHTT CaM bind 40 and Pf apPOL block -5.
`Cc1cc(=O)c2cc(NC(=O)c3ccccc3)ccc2[nH]1` gave mHTT CaM bind 1 and Pf apPOL block -8.
`COc1ccc(-n2nc(C(=O)N(C)c3ccc(C(C)C)cc3)c3ccccc3c2=O)cc1` gave mHTT CaM bind 23 and Pf apPOL block -10.
Screening O=[N+]([O-])c1ccc(N2CCCC2)cc1N1CCN(S(=O)(=O)c2ccccc2)CC1 returned mHTT CaM bind 8 and Pf apPOL block -4.
COc1cc(CN(CC(C)C)S(=O)(=O)c2ccccc2Br)cc(OC)c1 was read as mHTT CaM bind -43 and Pf apPOL block 1.
COCC(=O)N1CCCC(COc2cccc(C(=O)N3CCCCC3)c2)C1 (stereo not drawn) was read as mHTT CaM bind -2 and Pf apPOL block -2.
Screening COc1ccc(C2=CC(c3ccc(F)cc3)n3nnnc3N2)cc1 (stereo not drawn) returned mHTT CaM bind -1 and Pf apPOL block 1.
Screening O=C(O)C1CCC(CNS(=O)(=O)c2ccc(Br)s2)CC1 (stereo not drawn) returned mHTT CaM bind -5 and Pf apPOL block -1.
Screening O=C(CN1CCC2(CC1)N=C(c1cccc(F)c1)C(=O)N2)Nc1ccccc1F returned mHTT CaM bind -1 and Pf apPOL block 9.
O=C(NCCCCc1ccccc1)c1cccc(NC(=O)C2CC2)c1 was read as mHTT CaM bind 0 and Pf apPOL block -9.
For CCc1ccc(CNC(=O)C2CCN(S(=O)(=O)N3CC(C)CC(C)C3)CC2)cc1 (stereo not drawn) the results were mHTT CaM bind 7 and Pf apPOL block -1.
For CCC(=O)N1CCc2sc(S(=O)(=O)NCc3ccccc3C)cc2C1 the results were mHTT CaM bind 1 and Pf apPOL block -2.
COc1ccc(OC)c(S(=O)(=O)n2c([N+](=O)[O-])cnc2C)c1 was read as mHTT CaM bind -3 and Pf apPOL block -4.
`COc1ccc2oc(=O)c(-c3csc(NC4CCCCC4)n3)cc2c1` gave mHTT CaM bind -69 and Pf apPOL block -1.
O=C1c2ccccc2C(=O)N1CC(O)COc1ccc(Br)cc1 (stereo not drawn) was read as mHTT CaM bind 2 and Pf apPOL block -1.
OC(CN1CCNCC1)Cn1c2ccccc2c2ccccc21 (stereo not drawn) was read as mHTT CaM bind 1 and Pf apPOL block 3.
`CC(C)(C)NC(=O)c1cccc2c1C(=O)c1ccccc1-2` gave Pf apPOL block 4.
Screening COc1ccc(CCCC(=O)Nc2cc(C)ccc2C)cc1 returned mHTT CaM bind 3 and Pf apPOL block 11.
Screening N#Cc1c(N)nc2c(c1-c1ccco1)CCCCC2 returned mHTT CaM bind 0 and Pf apPOL block 1.
For NC(CC(O)c1ccc([N+](=O)[O-])cc1)C(Cl)(Cl)Cl (stereo not drawn) the results were mHTT CaM bind 0 and Pf apPOL block -1.
`Cc1cc(C=O)c(C)n1-c1ccncc1` gave mHTT CaM bind 2 and Pf apPOL block -1.
`O=C(Nc1nc2ccc([N+](=O)[O-])cc2s1)c1ccc(S(=O)(=O)N2CCCC2)cc1` gave mHTT CaM bind 1 and Pf apPOL block -4.
COc1ccccc1NC(=O)CN(c1ccc(I)cc1)S(C)(=O)=O was read as mHTT CaM bind 5 and Pf apPOL block -4.
O=C(C1CCN(c2cnn(Cc3ccccc3)c(=O)c2)CC1)N1CCc2ccccc2C1 was read as mHTT CaM bind 28 and Pf apPOL block -2.
Screening Cc1ccccc1NS(=O)(=O)c1cccc(C(=O)Nc2ccc(C(=O)O)cc2)c1 returned mHTT CaM bind 4 and Pf apPOL block -16.
Cc1ccc(CNC(=O)CCS(=O)(=O)c2ccc(Br)s2)o1 was read as mHTT CaM bind 6 and Pf apPOL block -3.
`Cc1ccc(Nc2c(-c3nc(C)no3)cnc3nc(C)ccc23)cc1` gave mHTT CaM bind 49 and Pf apPOL block -5.
Screening O=C(NCc1cccs1)c1cc2c(s1)CCN(C(=O)c1ccc(Cl)cc1)C2 returned mHTT CaM bind -6 and Pf apPOL block -6.
N#CCOc1ccc2c(=O)c(-c3ccccc3)coc2c1 was read as mHTT CaM bind -3 and Pf apPOL block -7.
For CCOc1ccc(C2C(C(=O)c3cccs3)=C(O)C(=O)N2CCCn2ccnc2)cc1 (stereo not drawn) the results were mHTT CaM bind -1 and Pf apPOL block -3.
C=CCn1c(=O)c(C(=O)NCc2ccccn2)c(O)c2ccccc21 was read as mHTT CaM bind 25&9 and Pf apPOL block -15&-1.
Cc1noc(COC2CCCN(C(=O)Cc3cccs3)C2)n1 (stereo not drawn) was read as mHTT CaM bind -10 and Pf apPOL block 1.
For COc1cc(N2C(=O)NC3CC2(C)Oc2ccccc23)cc(OC)c1OC (stereo not drawn) the results were mHTT CaM bind -8 and Pf apPOL block -1.
`O=C(CSc1ncc(CO)n1CC(=O)NC1CC1)Nc1ccc(F)cc1F` gave mHTT CaM bind -17 and Pf apPOL block -3.
Screening CC(=O)N1CC(C(=O)NCC2CC2)CC(c2cccc(C)c2)C1 (stereo not drawn) returned mHTT CaM bind -4 and Pf apPOL block -3.
CC(=O)N(CCC1(c2ccccc2)CCOC(C)(C)C1)Cc1ccc(N(C)C)cc1 (stereo not drawn) was read as mHTT CaM bind 75* and Pf apPOL block -4.
For CC1=NN(C(N)=O)C2(O)CC3C(C12)C3(C)C (stereo not drawn) the results were Pf apPOL block 2.
Screening CCc1cc(C(=O)COc2ccc(F)cc2)c(O)cc1O returned mHTT CaM bind -1 and Pf apPOL block -4.
CCn1c(C2CCN(C(=O)c3ccc(C(F)(F)F)cc3)C2)nc2cccnc21 (stereo not drawn) was read as mHTT CaM bind 0 and Pf apPOL block -2.
Cc1ccc([N+](=O)[O-])cc1NC(=O)c1cccc(Cl)c1 was read as mHTT CaM bind 0 and Pf apPOL block -1.
For COc1cccc(NC(=O)N2CCc3nc4cc(-c5ccccc5Cl)[nH]n4c(=O)c3C2)c1 the results were mHTT CaM bind 0 and Pf apPOL block 4.
Screening CCCC12CN3CC(C)(CN(C1)C31C(=O)Nc3ccc(Br)cc31)C2=O (stereo not drawn) returned mHTT CaM bind 0 and Pf apPOL block -3.
For Cc1ccc(S(=O)(=O)N=C(CSC(N)=O)Nc2ccccc2)cc1 the results were mHTT CaM bind -2 and Pf apPOL block -2.
COc1cc(OC)c2c(-c3ccccc3)cc(=O)oc2c1C(CC(=O)N1CCN(c2ccccc2)CC1)c1ccc(N(C)C)cc1 (stereo not drawn) was read as mHTT CaM bind 58* and Pf apPOL block -7.
Screening FC(F)(F)c1ccc(SCCCN2CCN(c3cccc(Cl)c3)CC2)nc1 returned Pf apPOL block 2.

Among those listed so far, eleven have a thiophene ring, fused or not.
O=C(NCCc1csc(-c2cccc(F)c2)n1)Nc1cccs1 was read as mHTT CaM bind 4 and Pf apPOL block -6.
For Cc1sc(C(=O)N2CCCC2)c2ncnc(NCc3cc(F)cc(F)c3)c12 the results were mHTT CaM bind 1 and Pf apPOL block 1.
Screening Cc1ccc(C(=O)N2CCC(COc3ccc(C(=O)N4CCC(C)CC4)cc3)CC2)s1 returned mHTT CaM bind 4 and Pf apPOL block 1.
For CCCCOc1ccc(C2=N/C(=C\c3cccs3)C(=O)O2)cc1 the results were mHTT CaM bind 4 and Pf apPOL block 7.
Cc1sc2nc(C)n(Cc3ccc(C(F)(F)F)cc3)c(=O)c2c1C was read as mHTT CaM bind 88* and Pf apPOL block -3.
Screening O=C(O)C1CCC(CNS(=O)(=O)c2ccc(Br)s2)CC1 (stereo not drawn) returned mHTT CaM bind -5 and Pf apPOL block -1.
For CCC(=O)N1CCc2sc(S(=O)(=O)NCc3ccccc3C)cc2C1 the results were mHTT CaM bind 1 and Pf apPOL block -2.
Cc1ccc(CNC(=O)CCS(=O)(=O)c2ccc(Br)s2)o1 was read as mHTT CaM bind 6 and Pf apPOL block -3.
Screening O=C(NCc1cccs1)c1cc2c(s1)CCN(C(=O)c1ccc(Cl)cc1)C2 returned mHTT CaM bind -6 and Pf apPOL block -6.
For CCOc1ccc(C2C(C(=O)c3cccs3)=C(O)C(=O)N2CCCn2ccnc2)cc1 (stereo not drawn) the results were mHTT CaM bind -1 and Pf apPOL block -3.
Cc1noc(COC2CCCN(C(=O)Cc3cccs3)C2)n1 (stereo not drawn) was read as mHTT CaM bind -10 and Pf apPOL block 1.

3 compounds already listed, sorted by SMILES length, largest number first.
For COc1cccc(NC(=O)N2CCc3nc4cc(-c5ccccc5Cl)[nH]n4c(=O)c3C2)c1 the results were mHTT CaM bind 0 and Pf apPOL block 4.
Screening FC(F)(F)c1ccc(SCCCN2CCN(c3cccc(Cl)c3)CC2)nc1 returned Pf apPOL block 2.
Cc1ccc([N+](=O)[O-])cc1NC(=O)c1cccc(Cl)c1 was read as mHTT CaM bind 0 and Pf apPOL block -1.

Rows are unselected. About 3.5% of those tested had a hit in this group.
